Bioassay records: PubChem BioAssay, several laboratories
FBA Mtb inh: inhibits M. tuberculosis FBA enzyme; P9WQA3; purified M. tuberculosis FBA, fluorescence read-out; inhibition, % at 1 µM; 360,000 compounds, 2.3% hits; AID 588726; in the data active = inhibition above about 27%;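 also: 0% = vehicle and 100% = reference inhibitor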
Target sequence (P9WQA3 whole entry, looked up): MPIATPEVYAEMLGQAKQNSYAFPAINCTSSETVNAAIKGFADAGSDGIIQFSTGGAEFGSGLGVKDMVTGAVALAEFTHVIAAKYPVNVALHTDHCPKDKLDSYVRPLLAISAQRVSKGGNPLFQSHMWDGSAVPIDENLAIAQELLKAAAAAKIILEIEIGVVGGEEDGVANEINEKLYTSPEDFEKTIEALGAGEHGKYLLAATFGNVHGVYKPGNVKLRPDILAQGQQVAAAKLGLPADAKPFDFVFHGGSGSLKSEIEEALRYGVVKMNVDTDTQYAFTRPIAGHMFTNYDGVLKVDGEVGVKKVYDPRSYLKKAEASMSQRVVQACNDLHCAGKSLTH
Mtb BioA inh: BioA (M. tuberculosis) enzyme inhibition | purified M. tuberculosis BioA enzyme, plate reader | 360,000 compounds, 0.096% hits | inhibition, % at 9.99 µM; in the data active = inhibition above about 40%
Rv3671c inh: Rv3671c (M. tuberculosis) protease inhibition; P9WHR9; inhibition, % at 5.96 µM; 320,000 compounds, 0.048% hits; in the data active = inhibition above about 38%;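 also: extracellular domain of Rv3671c used as enzyme; 0% = enzyme with DMSO and 100% = no enzyme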
Target sequence (P9WHR9 whole entry, looked up, the tested form may be a part): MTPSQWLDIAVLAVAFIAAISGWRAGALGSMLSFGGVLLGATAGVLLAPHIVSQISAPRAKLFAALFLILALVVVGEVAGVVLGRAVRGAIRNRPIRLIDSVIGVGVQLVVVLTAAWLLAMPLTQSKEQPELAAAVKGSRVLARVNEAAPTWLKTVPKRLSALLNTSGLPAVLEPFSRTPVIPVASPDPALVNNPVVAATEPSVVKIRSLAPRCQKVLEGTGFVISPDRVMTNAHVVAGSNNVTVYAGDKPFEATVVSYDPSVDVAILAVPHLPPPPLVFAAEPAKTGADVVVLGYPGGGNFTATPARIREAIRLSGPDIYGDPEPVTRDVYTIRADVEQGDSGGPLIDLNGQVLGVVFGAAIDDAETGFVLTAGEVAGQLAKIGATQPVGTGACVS
MazF activator: increases E. coli MazEF RNase cleavage of RNA; FAM/BHQ RNA-DNA oligo cleavage fluorescence, 5 h; activation, % at 20 µM; 350,000 compounds, 0.32% hits; in the data active = activation above about 50%
BH1578 lux ind: inducers of Vibrio cholerae quorum light production without autoinducers. activation, % at 18.7 µM. V. cholerae BH1578 lux reporter, luminescence, 6 h. 350,000 compounds, 0.16% hits. AID 588436; in the data active = activation mostly above about 9.7%, no sharp cut-off; also: not every result past the cut was called active; inactives centre near 0; reference of the scale not given here
3CLpro inhibitor: SARS-CoV 3CLpro protease inhibition | recombinant SARS-CoV 3CLpro, quenched FRET peptide cleavage | AID 1706 | 290,000 compounds, 0.14% hits | inhibition, % at 6 µM; in the data active = inhibition above about 12%
VHR inh abs: inhibitors of human VHR1 phosphatase (DUSP3). P51452. inhibition, % at 13.3 µM. recombinant VHR phosphatase, pNPP absorbance. 290,000 compounds, 0.52% hits; in the data active = inhibition above about 50%; also: some compounds called inactive have numbers as strong as hits
Target sequence (P51452 whole entry, looked up): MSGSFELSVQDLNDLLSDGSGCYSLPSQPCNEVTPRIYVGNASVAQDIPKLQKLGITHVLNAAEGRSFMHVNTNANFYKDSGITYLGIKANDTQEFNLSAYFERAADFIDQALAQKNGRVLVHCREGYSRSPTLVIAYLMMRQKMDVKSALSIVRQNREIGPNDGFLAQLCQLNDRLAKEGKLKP
Mtb UGM inh: Mtb UDP-galactopyranose mutase inhibition; purified UGM, fluorescence polarization probe displacement; inhibition, % at 10 µM; AID 504406; 320,000 compounds, 0.06% hits; in the data active = inhibition above about 10%, passing the limit was not always enough
SSB-PriA inh: blocks PriA binding to SSB C-terminal tail; AlphaScreen SSBct-PriA binding, biotinylated peptide; inhibition, % at 33 µM; 430,000 compounds, 0.6% hits; in the data active = inhibition mostly above about 37%, no sharp cut-off; inactive = mostly below about 20%;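 also: plate controls were negative control peptide for no effect and reference peptide for full effect; strong numbers were not always called active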
GDH-TPI counter: inhibits GDH-TPI coupling enzymes, artifact for Mtb FBA screen. GDH-TPI coupled enzyme counterscreen, NADH absorbance. inhibition, % at 4.8 µM. 360,000 compounds, 1.2% hits; in the data active = inhibition above about 30%;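 also: 0% = DMSO wells and 100% = wells lacking the enzyme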
Starred values were filed as active, the others as inactive; i = inactive; x = no result given; & = joins results of further samples. Not all compounds are listed. The share of hits here may be higher or lower than overall.

SMILES | FBA Mtb inh | Mtb BioA inh | Rv3671c inh | MazF activator | BH1578 lux ind | 3CLpro inhibitor | VHR inh abs | Mtb UGM inh | SSB-PriA inh | GDH-TPI counter
CC(OC(=O)CCc1nc2ccccc2c(=O)[nH]1)C(=O)c1ccc(C(C)(C)C)cc1 (centres undefined) | 1 | x | -8 | -9 | -0.4 | 2 | 3 | 1.2 | 1 | 7
CC(=O)c1ccc2c(c1)Cc1cc(C(C)=O)ccc1-2 | 1 | x | 1 | 5 | -0.3 | 2 | 9 | 2.6 | -8 | 23
N#Cc1c(SCC(N)=O)nsc1SCc1ccc(Cl)cc1 | -3 | 0.3 | -5 | 31 | i | -7 | -6 | 1.4 | -12 | 1
CN(C(=O)COC(=O)c1cc([N+](=O)[O-])ccc1N1CCOCC1)C1CCCCC1 | -5 | 0.0 | x | 8 | -0.4 | x | x | x | x | 6
CC1CC(C)CN(S(=O)(=O)c2cc3c4c(c2)CCN4C(=O)CC3)C1 (centres undefined) | 2 | 0.4 | 3 | -2 | i | x | x | -1.2 | -6 | -7
Cc1sc2nc(SC(C)C)nc(N)c2c1C | 0 | -0.5 | 4 | -2 | i | -2 | 17 | -3.2 | -2&-1 | 4
CCOC(=O)c1c(C)nn(-c2ccc(NC(=O)c3cccs3)cc2)c1C | 0 | -1.8 | -17 | 4 | i | 11 | 29 | 2.1 | 0 | 7
CCc1ccc[n+](-c2[nH]c(=O)sc2/C=N/N=C(\[O-])c2ccncc2)c1 | -5 | x | -11 | 1 | i | -1 | 15 | 1.1 | x | 25
COc1ccc(NC(=O)c2cccnc2)cc1 | 0 | 14 | 1 | 8 | i | -1 | 8 | -1.6 | -11 | 11
COC(=O)CC(NC(=O)c1cccs1)c1ccc(OC)c(OC)c1 (centres undefined) | 5 | x | 1 | 9 | 0.6 | -1 | 17 | 2.2 | -10 | 0
COc1nc(OC)nc(N2CCC(C(=O)Nc3cccc4ccccc34)CC2)n1 | 2 | -0.9 | -1 | 3 | i | 0 | 19 | 3.0 | -7 | -2
CCOC(=O)/C(C#N)=C/c1cn(CCC(=O)O)nc1-c1ccc(Br)cc1 | -5 | x | 2 | -28 | i | 5 | 11 | -0.6 | -23 | 8
CN(C)CCCOC(=O)c1ccc(Br)cc1 | 1 | -0.8 | 9 | 0 | -0.4 | 2 | 24 | -0.4 | 9 | 0
Cc1ccc(NC(=O)NCc2cccnc2)cc1C | 3 | -0.4 | 6 | 1 | i | -1 | 7 | -0.1 | -7 | -9
COc1cccc(NC(=O)c2ccc3snnc3c2)c1 | 1 | x | -20 | 3 | -0.7 | -4 | 22 | 0.8 | -7 | -9
CN(Cc1ccccc1)C(=O)CSc1n[nH]c(N)n1 | 1 | -0.5 | -3 | 2 | -0.2 | 0 | -23 | 1.1 | -10 | 0
Cc1sc2ncnc(N3CCC(C(=O)N(C)CC(=O)Nc4ccccc4Cl)CC3)c2c1C | 6 | 1.1 | -1 | 5 | -0.4 | 5 | 4 | 2.6 | 2 | 4
CC(C)c1cccc(-c2ccc3c(c2)S(=O)(=O)c2cccc(C(=O)NCc4ccccc4)c2C3=O)c1 | -2 | -2.4 | -4 | -4 | i | x | x | 1.1 | -6 | 6
CNC(=O)c1ccsc1NC(=O)CS(=O)(=O)c1ccc(F)cc1 | 2 | -0.2 | x | -1 | 0.5 | x | x | x | x | 16
CC1CCCN(Cc2nc3c(c(=O)n(C)c(=O)n3C)n2CCCc2ccccc2)C1 (centres undefined) | 0 | -0.5 | -2 | -2 | 1.5 | -2 | -5 | 1.5 | -20 | -1
O=C(CCN1C(=O)c2ccccc2S1(=O)=O)NCc1ccccc1Cl | 3 | -0.9 | x | -9 | i | x | x | x | -7&11 | 7
CCc1ccc(NC(=O)CSc2nnc(-c3cnccn3)n2C)cc1 | 2 | -3.1 | -9 | 2 | i | -2 | 15 | 0.2 | -2 | 2
Cc1c(C#N)c(O)n(CCO)c(=O)c1N=Nc1ccc2c(c1)COC2=O | -32 | x | 2 | 8 | -1.1 | -3 | -8 | 1.5 | 2 | 6
N#Cc1cc([N+](=O)[O-])ccc1N1CCCC1 | -3 | x | 3 | -2 | -0.1 | 1 | -5 | 1.1 | -5 | 6
Cc1nn(-c2cccc([N+](=O)[O-])c2)c(N)c1-c1ccccc1 | 3 | 8.3 | -9 | 20 | -0.2 | 4 | 24 | -2.8 | 15 | 2
Cc1ccc(CN(C(=O)c2ccco2)C2CCS(=O)(=O)C2)cc1 (centres undefined) | 0 | 0.9 | 0 | 4 | -1.6 | -3 | 16 | 3.7 | -7 | -2
O=C(CSc1nnc(CNC(=O)c2c(F)cccc2Cl)o1)Nc1ccccc1 | 5 | 0.2 | 0 | 8 | 0.3 | 3 | 31 | 1.4 | -1 | -2
CCC(C)(O)C(=O)OC1C(=O)OC2CC3C(C)=CC(O)C(O)C3(C)C3C4(O)OCC23C1C(C)C4O (centres undefined) | -2 | 0.3 | x | x | -0.5 | x | x | x | x | 6
Cc1ccc(NS(=O)(=O)c2ccc(C(C)(C)C)cc2)cn1 | 1 | -1.3 | -1 | -23 | i | -3 | -24 | 1.1 | -9 | -3
Cc1c(-c2ccccc2)oc2c(C(=O)N3CCN(c4ccc([N+](=O)[O-])cc4)CC3)cccc2c1=O | 4 | x | 1 | -3 | 2.2 | 1 | 8 | -3.4 | -14 | 9
C=CCNC(=O)C1CCN(c2nc(C)cc(-c3ccccc3)n2)CC1 | 33* | -1.1 | 3 | -1 | -0.4 | 1 | 27 | -0.6 | -11 | 9
CCOc1ccc(OCCC(=O)N2CCc3cc(OC)c(OC)cc3C2)cc1 | -2 | 1.6 | 0 | 11 | i | -1 | 12 | -2.3 | 2 | 0
O=C(COc1ccccc1)OCC(=O)N1CCCc2ccccc21 | -2 | -1.2 | -10 | 4 | -1.6 | x | x | -2.3 | -27 | 5
O=C(Nc1cccc2cccnc12)c1cc(F)c(F)cc1Cl | 5 | 0.0 | -4 | 17 | 1.3 | 3 | -2 | 0.0 | -17 | -3
CCCCCn1c(=O)c(C(=O)Nc2c(C)n(C)n(-c3ccccc3)c2=O)c(O)c2ccccc21 | 3 | -0.7 | -8 | 1 | -1.4 | -1 | 12 | 3.4 | -6 | 10
O=C(NCCCn1ccnc1)c1nn2c(C(F)(F)F)cc(-c3ccccc3)nc2c1Cl | 0 | 1.2 | -4 | 3 | -0.3 | 0 | -3 | -0.3 | -15 | 8
O=C(NC1CCN(Cc2ccccc2)CC1)c1ccc(CS(=O)c2ccc(F)cc2)o1 (centres undefined) | -2 | 1.5 | -9 | 12 | i | -4 | 6 | 0.5 | 5 | 5
COCCCNC(=O)c1cc(Sc2ccc(F)cc2)nc2ccccc12 | 0 | -7.8 | 10 | 5 | -0.2 | 3 | -13 | 0.6 | 3 | 18
Cc1ccc(C(=O)c2c[nH]cc2-c2ccccc2)cc1 | 0 | -5.3 | -5 | 5 | -0.3 | 4 | 9 | -0.8 | 6 | -4
COC(=O)Cn1c(C(O)c2ccccc2)nc2ccccc21 (centres undefined) | 1 | -1.5 | 2 | 7 | i | -2 | 1 | 4.1 | -25 | 8
O=C(N/N=C/c1cccc2cccnc12)[C@H]1C[C@@H]1c1ccccc1 | 0 | x | -1 | 15 | -0.4 | -3 | -8 | 3.3 | i | 28
CSCCOC(=O)c1[nH]c2c(c1C)C(=O)CC(c1ccco1)C2 (centres undefined) | 0 | 2.8 | -2 | 4 | -0.2 | 1 | 15 | -1.0 | 4 | 9
COc1ccc(-c2cc3ccc(OCC(=O)NCC4CCC(C(=O)O)CC4)cc3oc2=O)cc1 (centres undefined) | 178* | 1.9 | -2 | 1 | -0.6 | 1 | 16 | -0.2 | -14 | 42*
Cc1ccc(OCCNC(=O)CNC(=O)c2ccc3c(c2)OCO3)cc1 | -1 | 0.9 | 6 | -1 | i | x | x | -1.6 | -21 | 7
CC(C(=O)Nc1cc([N+](=O)[O-])ccc1Cl)N1CCN(c2ccccc2O)CC1 (centres undefined) | 1 | x | 5 | 4 | -0.3 | 5 | 8 | -0.3 | 16 | 1
Cc1cc(C)c(OCC(=O)Nc2ccc3c(c2)OCO3)cc1C | 2 | 0.2 | -3 | -9 | -0.2 | 3 | -8 | -0.6 | -16 | 6
COc1ccc(N(CC(=O)N2CCc3ccccc3C2)S(=O)(=O)c2c(C)[nH]c(=O)[nH]c2=O)cc1 | -1 | 1.1 | 2 | 3 | -0.2 | 0 | 9 | -0.8 | -15 | 7
CON(C)S(=O)(=O)c1cccc(C(=O)Nc2cccc(S(=O)(=O)NC3=NCCCCC3)c2)c1 | -1 | -1.9 | x | 1 | i | x | x | x | 7 | 2
Cc1noc(C)c1S(=O)(=O)N1CCCC(C(=O)NCc2ccccn2)C1 (centres undefined) | 5 | 0.5 | 5 | 11 | -0.3 | 0 | 7 | 5.4 | -7 | 5
CC(OC(=O)c1ccccc1NCCO)C(=O)Nc1ccc(S(=O)(=O)N2CCOCC2)cc1 (centres undefined) | 57* | -0.6 | -1 | -2 | 0.7 | x | x | 0.6 | -25 | 1
O=C(c1ccccc1)c1ccc(Sc2ccc([N+](=O)[O-])cc2)cc1 | -2 | x | -4 | -4 | i | -2 | 1 | 3.0 | -2 | 6
O=c1c(Cl)c(N2CCOCC2)cnn1-c1nc2ccccc2[nH]1 | -3 | x | 3 | 5 | 0.4 | 1 | 15 | 1.2 | -7 | 18
COc1ccccc1CC(=O)NC1CCC(C)CC1 (centres undefined) | 5 | x | -11 | 2 | 0.4 | -3 | -3 | -0.8 | -2 | 2
COc1ccc(-c2cc(C(=O)Nc3sc4c(c3C#N)CCCC4)c3ccccc3n2)cc1 | 16 | -1.6 | -19 | 0 | i | 4 | -5 | 0.7 | 4 | 16
CCOC(=O)c1sc2ccccc2c1OC(=O)c1ccc(C)cc1 | 1 | x | -2 | -15 | -0.3 | 1 | 9 | x | 0 | -1

Reformatted with each value named: part of the list above.
> COc1ccc(N(CC(=O)N2CCc3ccccc3C2)S(=O)(=O)c2c(C)[nH]c(=O)[nH]c2=O)cc1
  FBA Mtb inh: -1 | Mtb BioA inh: 1.1 | Rv3671c inh: 2 | MazF activator: 3 | BH1578 lux ind: -0.2 | 3CLpro inhibitor: 0 | VHR inh abs: 9 | Mtb UGM inh: -0.8 | SSB-PriA inh: -15 | GDH-TPI counter: 7

> CON(C)S(=O)(=O)c1cccc(C(=O)Nc2cccc(S(=O)(=O)NC3=NCCCCC3)c2)c1
  FBA Mtb inh: -1 | Mtb BioA inh: -1.9 | Rv3671c inh: x | MazF activator: 1 | BH1578 lux ind: i | 3CLpro inhibitor: x | VHR inh abs: x | Mtb UGM inh: x | SSB-PriA inh: 7 | GDH-TPI counter: 2

> Cc1noc(C)c1S(=O)(=O)N1CCCC(C(=O)NCc2ccccn2)C1 (centres undefined)
  FBA Mtb inh: 5 | Mtb BioA inh: 0.5 | Rv3671c inh: 5 | MazF activator: 11 | BH1578 lux ind: -0.3 | 3CLpro inhibitor: 0 | VHR inh abs: 7 | Mtb UGM inh: 5.4 | SSB-PriA inh: -7 | GDH-TPI counter: 5

> CC(OC(=O)c1ccccc1NCCO)C(=O)Nc1ccc(S(=O)(=O)N2CCOCC2)cc1 (centres undefined)
  FBA Mtb inh: 57* | Mtb BioA inh: -0.6 | Rv3671c inh: -1 | MazF activator: -2 | BH1578 lux ind: 0.7 | 3CLpro inhibitor: x | VHR inh abs: x | Mtb UGM inh: 0.6 | SSB-PriA inh: -25 | GDH-TPI counter: 1
